# D1 potentiator = human D1 dopamine receptor positive modulation. potentiation, % at 10 µM. P21728. HEK293 TREx D1 cells, calcium flux, dopamine EC20 potentiation. 0.036% of 360,000 active; in the data active = potentiation above about 30%; also: 0% is about no effect
# D2 antag = antagonizes the human D2 dopamine receptor; inhibition, % at 10 µM; P14416; HEK293 TREx D2 cells, calcium flux, dopamine EC80; 2% of 340,000 active; in the data active = inhibition above about 30%; also: 0% is about no effect
#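 Calcium mobilization kinetics were recorded at 1 s intervals in tetracycline-induced HEK293 T-REx D2 cells, first for 180 s after compound addition and then 180 s after EC80 dopamine.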
# D1 antagonist = blocks dopamine activation of the human D1 receptor | HEK293 TREx D1 cells, calcium flux, dopamine EC80; stronger effect = lower value | activity change, negative = inhibition, % at 10 µM | 3.2% of 360,000 active | AID 504652; in the data active = activity change below about -30%; also: % is scaled to controls: 0 for no effect and ±100 for the full control effect
#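 HEK293 T-REx cells expressing inducible, force-coupled D1 receptor; no-wash Ca dye, 30–90 min RT. Cmpd → 180 s read at 1 Hz → EC80 DA → 180 s read.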
# TRHR agonist = TRH receptor (human) agonism; TRHR cells, calcium flux fluo-8, FDSS agonist mode; AID 493084; activation, % at 2 µM; 0.18% of 360,000 active; also: 0% is about no effect
#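 Steps: seed TRHR cells overnight; add fluo-8 no-wash Ca dye, RT 30 min–1.5 h; record 10 s baseline; pin-transfer compounds; monitor fluorescence 1 cycle/s for the agonist window. Calcium increases flag candidate agonists.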
# D2 ag = agonists of human D2 dopamine receptor. HEK293 T-REx D2 cells, calcium flux agonist mode. activation, % at 2 µM. 0.53% of 340,000 active. P14416;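 active = activation over 3 SD above normal in the single-dose calcium agonist read, cut at about 30% in these data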; also: 0% is about no effect
#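 Tetracycline-induced HEK293 Trex cells with D2 receptor force-coupled to calcium signaling, plated overnight at 30 C and loaded with no-wash calcium dye. Calcium flux read kinetically for 180 s after compound addition; responses flag agonists.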
# D2 potentiator = D2 dopamine receptor (human) potentiation | HEK293 T-REx D2, calcium flux, EC20 dopamine potentiation | potentiation, % at 10 µM | P14416 | 0.34% of 340,000 active;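 active = potentiation over 3 SD above the plate norm, cut at about 30% in these data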; also: 0% is about no effect
#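 Cells plated with tetracycline inducer and held overnight at 30 C; calcium dye loaded 30–90 min at room temperature; baseline taken, compound added and read 180 s; EC20 dopamine then added and read 180 s.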
# TRHR PAM = allosterically enhances the human TRH receptor | P34981 | TRHR cells, fluo-8 calcium fluorescence, EC20 TRH enhancement | enhancement, % at 2 µM | 0.66% of 360,000 active | AID 493056; in the data active = enhancement above about 30%; also: 0% is about no effect
#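 TRHR-expressing cells loaded with fluo-8 calcium dye were read kinetically (ex 480/em 530) during compound addition, then stimulated with an EC20 of TRH (10 nM final). Enhancement of the Gq-mediated intracellular calcium response was scored.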
# RXFP1 antagonist = RXFP1 (human) relaxin receptor antagonism. Q9HBX9. HEK293-RXFP1, relaxin-stimulated cAMP HTRF, 30 min; stronger effect = lower value. activity change, negative = inhibition, % at 57.5 µM. 0.59% of 350,000 active;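 active = activity change of -60% or lower, but not beyond a set lower limit; inconclusive = change between -60% and -40%, or beyond the set limit; inactive = change above -40%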; also: % is scaled to controls: 0 for no effect and ±100 for the full control effect
# Target sequence (Q9HBX9 whole entry, looked up): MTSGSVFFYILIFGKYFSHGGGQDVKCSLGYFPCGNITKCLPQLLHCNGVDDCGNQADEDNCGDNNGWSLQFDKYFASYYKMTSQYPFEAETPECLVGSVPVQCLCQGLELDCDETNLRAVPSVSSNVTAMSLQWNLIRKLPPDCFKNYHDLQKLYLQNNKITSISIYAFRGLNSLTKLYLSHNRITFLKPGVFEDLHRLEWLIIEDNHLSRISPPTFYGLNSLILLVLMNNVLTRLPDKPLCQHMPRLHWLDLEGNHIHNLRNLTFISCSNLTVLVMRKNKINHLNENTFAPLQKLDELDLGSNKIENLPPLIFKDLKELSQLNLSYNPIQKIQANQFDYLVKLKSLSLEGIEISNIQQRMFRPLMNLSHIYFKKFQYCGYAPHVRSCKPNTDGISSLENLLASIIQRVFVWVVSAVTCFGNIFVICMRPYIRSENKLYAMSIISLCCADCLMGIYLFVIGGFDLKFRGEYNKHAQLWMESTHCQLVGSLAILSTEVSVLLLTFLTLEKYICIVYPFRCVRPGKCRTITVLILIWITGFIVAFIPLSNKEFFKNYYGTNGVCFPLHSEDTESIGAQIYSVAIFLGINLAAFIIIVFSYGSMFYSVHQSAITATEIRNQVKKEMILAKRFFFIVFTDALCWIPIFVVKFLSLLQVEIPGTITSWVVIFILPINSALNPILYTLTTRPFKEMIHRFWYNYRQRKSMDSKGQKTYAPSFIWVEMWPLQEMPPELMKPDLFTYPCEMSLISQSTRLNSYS
# D1 ag = human D1 receptor agonism; P21728; HEK293 T-REx D1 cells, calcium flux, agonist mode; activation, % at 2 µM; 1% of 360,000 active; AID 504660; also: 0% is about no effect
#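 Inducible HEK293 T-REx D1 cells, force-coupled to calcium signalling, were plated at 4000 cells/well with tetracycline and held overnight at 30 C. After no-wash calcium dye loading, compound-evoked calcium rise over 180 s flagged agonists.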
# * = called active by the depositor; ? = inconclusive; nt = no result given. Rule as the data show it, unless noted: active = activation above about 30%; inactive = the rest.
SMILES,D1 potentiator,D2 antag,D1 antagonist,TRHR agonist,D2 ag,D2 potentiator,TRHR PAM,RXFP1 antagonist,D1 ag
CN(c1ccc(S(=O)(=O)N2CCOCC2)cn1)C1CCCCC1,1.6,-0.5,-5.5,-0.3,0.0,-5.2,0.9,-19.1,0.4
OCC(CO)(CO)NC(=S)Nc1cc(Cl)cc(Cl)c1,-7.8,14.5,-2.0,0.6,-1.1,-11.9,1.8,nt,0.2
Cc1ccc(O)c(/C=N/NC(=O)CN2CCCC2)c1,-0.1,10.0,5.2,0.3,0.8,-9.5,-7.2,-5.0,4.3
CC(=O)c1c(C)[nH]c(C(=O)OCC(=O)Nc2sc3c(c2C#N)CCCC3)c1C,2.8,7.4,-17.3,-0.6,-0.5,11.2,-2.1,-9.7,12.6
Cc1cc(-c2nnc3n2N=C(C(C)(C)C)CS3)n[nH]1,-7.1,-19.3,-8.2,-0.1,-2.1,-6.9,-1.4,-1.0,1.4
CC1=NCCN1S(=O)(=O)c1cc([N+](=O)[O-])ccc1Cl,-2.2,7.2,4.8,-0.2,0.7,-14.2,2.6,?,1.0
COc1cc(C#N)c(N=C(SCC#N)N2CCOCC2)cc1OC,-2.2,-4.0,nt,-0.1,0.2,-2.3,-0.1,-11.1,-2.7
CCCCCCN(C(=O)CCCCCN1C(=O)NC(c2ccc(-c3ccccc3)cc2)C(C(=O)OCc2ccccc2)=C1C)C(C(=O)NCCCC)c1ccccc1 (configuration not stated),2.0,7.8,8.7,1.7,2.1,-9.1,-3.4,nt,13.7
Cc1ccc2ccc3cc(C(=O)Nc4ccc(C)c(F)c4)nc3c2[nH]1,-8.0,nt,-6.5,1.1,nt,3.8,8.8,nt,0.8
O=S(=O)(c1ccccc1F)N1CCN(CCc2ccccc2)CC1,-3.1,4.6,-4.7,0.0,1.4,-9.1,1.1,-13.0,4.7
COc1ccc(CNc2nc(-c3cccnc3)nn2C(=O)CC(C)C)cc1,3.1,2.5,4.0,1.3,-0.5,13.5,4.2,-8.3,3.3
CCOc1ccc(S(=O)(=O)N2CCCCC2)cc1NC(=O)C1=COCCO1,4.3,-15.8,2.6,-0.1,-0.7,9.9,5.6,-13.6,1.2
Cc1c(NC(=O)c2sc3ccccc3c2Cl)cccc1-c1nc2ccccc2o1,2.3,nt,2.2,-0.1,0.4,-1.7,4.5,-0.4,-0.7
CCOC(=O)N1CCN(C(=O)CSc2nnc(Cc3cccn3C)n2CCc2ccccc2)CC1,-7.0,nt,-19.0,-0.6,nt,-4.2,-1.0,11.0,0.7
COc1cc(/C=C/C(=O)OC(C)C(=O)Nc2c(C)n(C)n(-c3ccccc3)c2=O)ccc1O (configuration not stated),-5.5,6.6,-11.4,0.4,-0.6,1.7,-1.8,0.9,-0.7
COc1ccc(C(=O)Nc2ccc3oc(-c4ccc(F)cc4Cl)nc3c2)cc1,-2.8,nt,-37.6*,0.5,-0.3,-1.4,-6.7,nt,0.0
CC(C)n1c(SC2CCOC2=O)nc2ccccc21 (configuration not stated),2.4,10.2,3.7,0.3,0.0,-4.7,0.0,-7.7,-0.6
COc1ccc(NC(=O)CSCc2cc(=O)n3nc(C4CC4)sc3n2)cc1,-6.9,2.9,-7.5,-0.3,1.9,11.7,28.0,-1.9,2.8
COc1nc(NC23CC4CC(CC(C4)C2)C3)nc(OC)n1,-1.6,4.0,0.7,-0.2,0.1,-19.3,3.6,-6.8,0.9
COc1ccccc1C/C(N)=N/OC(=O)COc1ccc2ccccc2c1,-2.3,0.2,-1.3,-0.3,-0.5,-6.3,-4.3,-19.4,1.0
COc1ccccc1N1CCN(C(=O)CSc2nc3ccccc3nc2N2CCC(C)CC2)CC1,12.5,-17.6,14.5,-0.5,-0.8,3.1,53.7*,-5.7,6.6
N#C/C(=C(/O)COc1cccc2ccccc12)c1nc2ccccc2[nH]1,-0.1,-15.3,5.4,0.0,0.3,3.2,0.8,-7.4,0.2
C=CCN1C(=O)C2C3CC(=O)C(c4ccccc43)C2C1=O (configuration not stated),1.2,2.6,2.1,0.3,0.4,-1.5,-1.8,-12.0,6.6
COC(=O)c1cc(OC)c(OC)cc1NC(=O)c1ccc(C)cc1,5.2,11.8,-3.2,-0.9,-0.9,-0.7,-6.6,-8.6,-0.6
Cc1ccc(C)c(OCCC(=O)NNC(=O)c2ccncc2)c1,-2.5,43.4*,5.6,-0.7,-0.6,-0.5,-2.1,5.1,3.2

# More records.
SMILES,D1 potentiator,D2 antag,D1 antagonist,TRHR agonist,D2 ag,D2 potentiator,TRHR PAM,RXFP1 antagonist,D1 ag
COc1ccc(CN(C)CC(=O)Nc2ccccc2C(F)(F)F)c(OC)c1,-2.4,-4.9,-6.6,0.2,-0.3,-35.5,4.7,-6.4,7.3
Cc1cc(Cl)c2cc3ccccc3cc2n1,8.0,-8.0,30.2,0.6,1.7,1.7,0.3,-8.0,1.9
O=C(CCCCC(=O)Nc1ccccc1Cl)Nc1ccccc1Cl,-3.7,-7.1,-8.6,-2.1,-0.8,-5.8,4.9,11.5,3.6
O=C(Nn1c(SCc2cccc([N+](=O)[O-])c2)nc2ccccc2c1=O)c1ccccc1,-8.2,-1.7,-19.6,0.7,0.2,4.0,2.7,-19.8,4.8
O=C(CSCc1ccco1)c1ccc(Cl)s1,-4.3,-2.7,7.2,-0.7,-0.3,11.4,-3.3,nt,1.2
COc1ccc(CCNC(=O)Cc2c(C)c3cc4c(C(C)(C)C)coc4c(C)c3oc2=O)cc1OC,0.6,nt,-2.6,-1.2,-0.5,5.7,-7.6,-17.8,0.7
O=C(NCc1ccc(F)cc1)C1CCCN(S(=O)(=O)c2ccc(Br)s2)C1 (configuration not stated),2.2,-10.5,-2.8,-0.5,0.5,0.9,-3.3,-2.3,-1.5
COC(=O)c1c(-c2ccc(Cl)cc2)noc1N1CCN(c2ccccc2OC)CC1,-0.5,nt,-31.5*,0.6,-1.9,9.5,0.6,-9.3,0.7
CN(c1ccccc1)S(=O)(=O)c1cccc(NC(=O)c2cccc(C#N)c2)c1,-10.7,-3.2,-23.9,1.1,0.1,9.2,0.0,-10.0,3.9
O=C(Nc1nc2c(s1)CN(Cc1ccccc1)CC2)C1CCCC1,-7.9,26.5,0.9,0.5,1.6,4.3,3.3,-18.1,1.9
CCOC(=O)C1(Cc2ccccc2C)CCCN(C(=O)c2ccnn2C)C1 (configuration not stated),-1.4,11.9,7.0,-2.1,0.0,12.7,6.8,-37.1,0.2
CC(NS(=O)(=O)c1ccc(CCC(=O)NCC2CCCO2)cc1)c1ccccc1 (configuration not stated),1.2,-18.7,24.2,-0.1,1.4,-1.2,6.6,-1.3,12.1
Cc1ccc(C)c(OCCC(=O)Nc2ccc3c(c2)OCO3)c1,-7.4,5.2,3.7,-0.3,0.3,-10.9,0.7,-7.3,1.3
COc1ccccc1N1CCN(C(=O)CSc2ccc3c(C)cc(C)nc3n2)CC1,-4.3,6.0,-4.1,-0.2,0.4,-5.7,-1.6,4.3,-0.1
CCOc1ccccc1CN1CCN(CC2=Cc3cc(OC)ccc3OC2)CC1CCO (configuration not stated),-1.1,-15.6,13.1,0.1,-1.2,-13.1,-2.3,2.9,6.0
O=S(=O)(Nc1ccccn1)c1cccs1,-2.5,14.4,2.4,0.0,-0.4,-1.6,11.4,-10.0,0.8
COc1cc(OC)c(C(=O)NC23CC4CC(CC(C4)C2)C3)cc1OC,-3.1,-3.4,-0.5,-0.2,0.6,-2.1,-7.3,0.9,-0.4
Cc1cccn2c(=O)c(C=C(C#N)C#N)c(N3CCN(c4cccc(Cl)c4)CC3)nc12,-2.2,-9.6,-11.4,1.9,-0.3,9.9,-3.4,-10.4,6.5
Cc1csc(NC(=O)c2ccc(COc3ccccc3)o2)n1,-9.1,9.3,-35.3*,-1.2,-0.4,3.7,30.4*,-4.6,14.5
O=C1/C(=C/c2ccccc2F)SC(=S)N1CCC(=O)N1CCCCC1CCO (configuration not stated),2.7,-14.7,-8.7,-0.3,0.0,14.4,7.2,-14.7,2.2
COc1ccc(CCN2C(=O)C3C(C2=O)C2C=CC3C23CC3)cc1OC (configuration not stated),-2.0,-28.2,-1.6,0.5,1.8,14.9,-1.6,-13.9,0.8
O=C(Cn1c(-c2ccccc2)c[n+]2ccsc12)c1ccccc1,-1.2,3.2,4.0,0.5,0.4,16.1,1.0,1.1,0.7
Cc1ccc(CNC(=O)C2(S(=O)(=O)c3ccc(C)cc3)CC2)cc1,nt,0.2,4.6,-2.3,-0.4,8.6,-1.6,-9.8,2.4
CC(=O)c1c(Cl)nc2cccc3c2c1-c1ccccc1C3=O,2.0,1.6,6.8,-0.1,1.0,-0.2,34.3*,12.2,6.5
CCOC(=O)C1=C(CN2CCN(C(=O)c3ccco3)CC2)NC(=O)NC1c1ccccc1 (configuration not stated),-16.5,20.1,-3.7,-0.3,27.3,-1.6,-21.9,-10.0,1.9

# The list goes on.
SMILES,D1 potentiator,D2 antag,D1 antagonist,TRHR agonist,D2 ag,D2 potentiator,TRHR PAM,RXFP1 antagonist,D1 ag
COc1cc(/C=N/N2C(=O)C3C4c5ccccc5C(c5ccccc54)C3C2=O)ccc1O (configuration not stated),1.1,3.9,-21.1,-1.0,-1.5,12.1,17.8,nt,5.9
CSc1ccc(OC2CCCCC2NS(=O)(=O)c2ccc(Cl)cc2)cc1 (configuration not stated),-3.1,4.4,0.8,0.8,0.9,1.0,0.7,-28.9,2.1
CC(=O)Oc1ccc2oc(C)c(C(=O)N3CCOCC3)c2c1,0.2,20.3,-11.9,0.5,-0.4,6.0,6.6,-2.2,2.5
CCNc1nc(NCC)n2c(SCC(=O)c3ccc(C(C)C)cc3)nnc2n1,3.1,4.8,13.8,-0.5,-0.3,-0.8,-11.3,17.9,-1.0
COc1cc2[nH]c(=S)nc(Nc3ccc(NC(C)=O)cc3)c2cc1OC,-8.0,2.9,6.2,0.6,1.2,10.4,-3.1,-18.0,1.8
CCOC(=O)C1CCN(C(=O)Cn2nc(C)n3cccc3c2=O)CC1,-8.2,3.1,-1.0,0.8,0.3,6.6,6.4,9.1,2.9

# Looked up one by one from the list above:
SMILES,D1 potentiator,D2 antag,D1 antagonist,TRHR agonist,D2 ag,D2 potentiator,TRHR PAM,RXFP1 antagonist,D1 ag
CCOC(=O)C1CCN(C(=O)Cn2nc(C)n3cccc3c2=O)CC1,-8.2,3.1,-1.0,0.8,0.3,6.6,6.4,9.1,2.9
CCNc1nc(NCC)n2c(SCC(=O)c3ccc(C(C)C)cc3)nnc2n1,3.1,4.8,13.8,-0.5,-0.3,-0.8,-11.3,17.9,-1.0
COc1cc2[nH]c(=S)nc(Nc3ccc(NC(C)=O)cc3)c2cc1OC,-8.0,2.9,6.2,0.6,1.2,10.4,-3.1,-18.0,1.8
CSc1ccc(OC2CCCCC2NS(=O)(=O)c2ccc(Cl)cc2)cc1 (configuration not stated),-3.1,4.4,0.8,0.8,0.9,1.0,0.7,-28.9,2.1
COc1cc(/C=N/N2C(=O)C3C4c5ccccc5C(c5ccccc54)C3C2=O)ccc1O (configuration not stated),1.1,3.9,-21.1,-1.0,-1.5,12.1,17.8,nt,5.9

# Screening results as filed in PubChem BioAssay.

# This is a random part of the collection; about 7.3% have a hit in one of these screens.
